Bioassay records as filed in PubChem.
M. tuberculosis HTS = M. tuberculosis growth inhibition, HTS (AID 449762). M. tuberculosis H37Rv growth inhibition, 7H9 media; higher % means a stronger effect. one-dose inhibition, % at 25 µM; IC50 in µM for titrated hits. 0.59% of 330,000 active; in the data active means a potency from the dose series; inconclusive means inhibition above about 70% without an active follow-up result;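 further: bacterial growth assessed after seven days of incubation; strong numbers were not always called active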
inhibitors of VEEV = inhibitors of VEEV TC-83 cytopathic effect, confirmation, Vero cells (AID 588727); Vero cells, VEEV TC-83 cytopathic effect inhibition; higher % means a stronger effect; inhibition, % at 20 µM, or IC50 in µM where a hit was titrated; 0.13% of 350,000 active; in the data active means a potency from the dose series; inconclusive means inhibition mostly from about 14% at the one dose, without a potency; inactive means the rest, 99 in 100 with inhibition below about 12%; further: strong numbers were not always called active
PhoP GFP inhibition = PhoP regulon inhibitors, Salmonella typhi PhoP promoter GFP reporter, confirmatory (AID 1850). 0.33% of 310,000 active. Salmonella Typhi PhoP-promoter GFP reporter, fluorescence, 4 h; higher % means a stronger effect. one-dose inhibition, % at 50 µM; IC50 in µM for titrated hits; in the data active means a potency from the dose series; inconclusive means inhibition mostly from about 25% at the one dose, without a potency; inactive means the rest, 99 in 100 with inhibition below about 19%;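 further: 0% = induced wells with vehicle and 100% = uninduced wells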
M. tuberculosis = growth inhibition of non-replicating M. tuberculosis (AID 488890). 0.39% of 320,000 active. inhibition, % at 25 µM, or IC50 in µM where a hit was titrated. Mycobacterium tuberculosis non-replicating, growth inhibition; higher % means a stronger effect; in the data active means a potency from the dose series; inconclusive means inhibition mostly from about 82% at the one dose, without a potency; inactive means the rest, 99 in 100 with inhibition below about 76%;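 further: plate controls were DMSO cells for no effect and high antibiotic wells for full effect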
H1N1 NS1A inhibition = H1N1 influenza NS1A inhibitors, functional cell based assay (AID 504329); NS1A functional cell-based assay, percent inhibition; higher % means a stronger effect; inhibition, % at 12.5 µM; hits with a dose series show IC50 in µM; 0.3% of 340,000 active; in the data active means a potency from the dose series; inconclusive means inhibition above about 27% without an active follow-up result; further: strong numbers were not always called active
Numbers without * were called inactive. Rows are unselected; any-hit rate near 1.6%.

CCC(C)NC(=O)CSc1nnc(-c2ccc(Cl)cc2)n1N (centres undefined) was read as M. tuberculosis HTS -7%, inhibitors of VEEV 0.8%, PhoP GFP inhibition -2%, M. tuberculosis 3% and H1N1 NS1A inhibition 4%.
For Cc1ccc(-c2nnc(SCC(=O)N/N=C/c3ccc(C(=O)O)cc3)n2C2CCCCC2)cc1 the results were M. tuberculosis HTS -1%, inhibitors of VEEV inactive, PhoP GFP inhibition 2%, M. tuberculosis 28% and H1N1 NS1A inhibition 0%.
Screening c1cncc(CNC2=NCCC2)c1 returned M. tuberculosis HTS -6%, inhibitors of VEEV 1.2%, PhoP GFP inhibition 1%, M. tuberculosis -9% and H1N1 NS1A inhibition 8%.
For Cc1ccc(CS(=O)(=O)c2ncc(Cl)c(C(=O)Nc3nnc(C(C)C)s3)n2)cc1 the results were M. tuberculosis HTS 4%, inhibitors of VEEV 12%, PhoP GFP inhibition 5%, M. tuberculosis 5% and H1N1 NS1A inhibition 3%.
Screening COc1cccc(CNS(=O)(=O)c2c(C)[nH]c(C)c2C(=O)N2CCCC2)c1 returned M. tuberculosis HTS -6%, inhibitors of VEEV inactive, PhoP GFP inhibition 0%, M. tuberculosis 0% and H1N1 NS1A inhibition 9%.
For COc1ccc(OC)c(CNC(=O)C2CCCN(C(=O)N(C)C)C2)c1 (centres undefined) the results were M. tuberculosis HTS -17%, inhibitors of VEEV 0.2%, PhoP GFP inhibition 19%, M. tuberculosis 3% and H1N1 NS1A inhibition 5%.
Screening Cc1nnc(NC(=O)c2ccc(S(=O)(=O)N3CC(C)OC(C)C3)cc2)o1 (centres undefined) returned M. tuberculosis HTS -10%, inhibitors of VEEV 1.5%, PhoP GFP inhibition -14%, M. tuberculosis -29% and H1N1 NS1A inhibition -4%.
`Cc1cc(C)c[n+](-c2nc3ccccc3nc2[N-]S(=O)(=O)c2ccc(Br)s2)c1` gave M. tuberculosis HTS 4%, inhibitors of VEEV 1.4%, PhoP GFP inhibition -7%, M. tuberculosis 28% and H1N1 NS1A inhibition 5%.
Screening c1ccc(-c2nnc(N3CCN(c4ccccc4)CC3)nc2-c2ccccc2)cc1 returned M. tuberculosis HTS -8%, inhibitors of VEEV 0.3%, PhoP GFP inhibition 3% and M. tuberculosis -14%.
Screening CC(=O)Nc1cc(C(=O)OC(C(=O)c2ccccc2)c2ccccc2)ccc1C (centres undefined) returned M. tuberculosis HTS -17%, inhibitors of VEEV 3.8%, PhoP GFP inhibition 1%, M. tuberculosis -3% and H1N1 NS1A inhibition 2%.

In the list so far, 2 contain two or more sulfur atoms.
For Cc1ccc(CS(=O)(=O)c2ncc(Cl)c(C(=O)Nc3nnc(C(C)C)s3)n2)cc1 the results were M. tuberculosis HTS 4%, inhibitors of VEEV 12%, PhoP GFP inhibition 5%, M. tuberculosis 5% and H1N1 NS1A inhibition 3%.
`Cc1cc(C)c[n+](-c2nc3ccccc3nc2[N-]S(=O)(=O)c2ccc(Br)s2)c1` gave M. tuberculosis HTS 4%, inhibitors of VEEV 1.4%, PhoP GFP inhibition -7%, M. tuberculosis 28% and H1N1 NS1A inhibition 5%.

Other compounds follow.
Screening CCCNc1ncc2c(=O)[nH][nH]c(=O)c2n1 returned inhibitors of VEEV 0.8% and H1N1 NS1A inhibition -16%.
Screening CC1NC2(C(=O)N(Cc3ccccc3)c3ccccc32)C2C(=O)N(c3ccccc3)C(=O)C12 (centres undefined) returned M. tuberculosis HTS -9%, inhibitors of VEEV 0.8% and H1N1 NS1A inhibition 9%.
COc1cc(C#Cc2c(-c3cncn3C)n(C)c3ccc(-c4ccc(CN5CCOCC5)cc4)cc23)cc(OC)c1 was read as M. tuberculosis HTS inconclusive, inhibitors of VEEV 0.8%, M. tuberculosis 64% and H1N1 NS1A inhibition 9%.
Screening CCn1c(C)nc2c1C(=O)c1ccccc1C2=O returned M. tuberculosis HTS 65%, inhibitors of VEEV 1.2%, PhoP GFP inhibition -1%, M. tuberculosis 18% and H1N1 NS1A inhibition -8%.
O=C(NCCc1ccccc1)Oc1ccc(Cl)cc1 was read as M. tuberculosis HTS 0%, inhibitors of VEEV 0.8%, PhoP GFP inhibition 1%, M. tuberculosis 40% and H1N1 NS1A inhibition -13%.
O=c1[nH]c(O)c(C=Nc2ccc(Cl)c(C(F)(F)F)c2)c(=O)[nH]1 was read as M. tuberculosis HTS -1%, inhibitors of VEEV 0.7%, PhoP GFP inhibition -11%, M. tuberculosis 36% and H1N1 NS1A inhibition -23%.
For CC1(C)CCc2c([nH]c3ccccc3c2=O)O1 the results were M. tuberculosis HTS -3%, inhibitors of VEEV 0.1%, PhoP GFP inhibition -4%, M. tuberculosis -10% and H1N1 NS1A inhibition 0%.
Screening CCCCn1c(SCC(=O)NC2CCS(=O)(=O)C2)nc2ccccc2c1=O (centres undefined) returned M. tuberculosis HTS 0%, inhibitors of VEEV 0.4%, PhoP GFP inhibition -6%, M. tuberculosis -11% and H1N1 NS1A inhibition -4%.
Screening CC(=O)c1ccc(N2CCN(S(=O)(=O)c3ccc4ccccc4c3)CC2)cc1 returned M. tuberculosis HTS 2%, inhibitors of VEEV 2.0%, M. tuberculosis -18% and H1N1 NS1A inhibition -4%.
O=C(c1ccc(OC2CCN(CCc3ccccc3)CC2)cc1)N1CCCCC1CCCO (centres undefined) was read as M. tuberculosis HTS 2%, inhibitors of VEEV 2.2%, PhoP GFP inhibition -6%, M. tuberculosis 5% and H1N1 NS1A inhibition -10%.
For COCCN(C(=O)COC(=O)/C=C/c1cccc(C(F)(F)F)c1)c1c(N)n(CC(C)C)c(=O)[nH]c1=O the results were M. tuberculosis HTS -7%, inhibitors of VEEV 1.2%, M. tuberculosis -3% and H1N1 NS1A inhibition -17%.
For Cc1ccc([C@@H]2C3COCC=C3C(C#N)=C(N)C2(C#N)C#N)o1 (some centres undefined) the results were M. tuberculosis HTS 8%, inhibitors of VEEV inactive, PhoP GFP inhibition 5%, M. tuberculosis -3% and H1N1 NS1A inhibition 3%.
`O=Cc1ccc(C(=O)O)cc1` gave M. tuberculosis HTS -1%, inhibitors of VEEV 0.3%, M. tuberculosis -1% and H1N1 NS1A inhibition -1%.
For COc1ccccc1/C=C/C(=O)OCC(=O)Nc1c(F)cccc1F the results were M. tuberculosis HTS 1%, inhibitors of VEEV 4.3%, PhoP GFP inhibition 6%, M. tuberculosis -9% and H1N1 NS1A inhibition 14%.
`COc1cc(C(C(=O)NC2CCCC2)N(CCO)C(=O)Cn2nnc(-c3ccc(C)o3)n2)ccc1O` (centres undefined) gave M. tuberculosis HTS -2%, inhibitors of VEEV 0.9%, PhoP GFP inhibition 10%, M. tuberculosis 2% and H1N1 NS1A inhibition 9%.
`Cc1cccnc1NC(=O)CSc1nnc(Cc2ccccc2)o1` gave M. tuberculosis HTS -3%, inhibitors of VEEV 1.3%, PhoP GFP inhibition -9%, M. tuberculosis 64% and H1N1 NS1A inhibition -3%.
Screening O=C(N/N=C/c1cccs1)c1ccc2nc[nH]c2c1 returned M. tuberculosis HTS 3%, inhibitors of VEEV 2.5%, PhoP GFP inhibition 39%, M. tuberculosis -13% and H1N1 NS1A inhibition -2%.
COc1cc(C(=O)Sc2ccc(Cl)cc2)cc(OC)c1OC was read as M. tuberculosis HTS 64%, inhibitors of VEEV 7.2%, PhoP GFP inhibition 4%, M. tuberculosis inconclusive and H1N1 NS1A inhibition 1%.
Screening C=CCn1c(C)cc(C(=O)COC(=O)/C=C/c2c(C)nn(C3CCS(=O)(=O)C3)c2Cl)c1C (centres undefined) returned M. tuberculosis HTS 24%, inhibitors of VEEV 5.5%, PhoP GFP inhibition 6%, M. tuberculosis 9% and H1N1 NS1A inhibition 1%.
`COc1ccc(NC(=O)COc2ccccc2Cl)cc1S(=O)(=O)N1CCCCC1` gave inhibitors of VEEV 9.8% and H1N1 NS1A inhibition -5%.
Screening CS(=O)(=O)c1ccc(Cl)c(NC(=O)CNC(=O)c2ccc3c(c2)OCO3)c1 returned M. tuberculosis HTS -2%, inhibitors of VEEV inactive, M. tuberculosis 7% and H1N1 NS1A inhibition 8%.
Screening CCCCC(c1nnnn1C1CCCC1)N1CCN(C2CCCCC2)CC1 (centres undefined) returned M. tuberculosis HTS -8%, inhibitors of VEEV 0.3%, PhoP GFP inhibition 10%, M. tuberculosis 4% and H1N1 NS1A inhibition -5%.
Screening O=C(O)CCCC(=O)Nc1ccc(Cl)cc1 returned M. tuberculosis HTS -8%, inhibitors of VEEV 0.3%, PhoP GFP inhibition 15%, M. tuberculosis -2% and H1N1 NS1A inhibition -1%.
O=C(Nc1cccc2cccnc12)C1CCCC1 was read as M. tuberculosis HTS -2%, inhibitors of VEEV 0.4%, PhoP GFP inhibition -3%, M. tuberculosis -6% and H1N1 NS1A inhibition 26%.
COc1cccc(Cn2cnc3c(NS(=O)(=O)c4ccc(Cl)cc4)c(C)c(C)cc32)c1 was read as M. tuberculosis HTS -2%, inhibitors of VEEV 5.7%, PhoP GFP inhibition 8%, M. tuberculosis -15% and H1N1 NS1A inhibition 12%.
O=C(Nc1ccc(F)cc1)c1cccc(C(=O)Nc2ccc(F)cc2)c1 was read as M. tuberculosis HTS 8%, inhibitors of VEEV 1.2%, PhoP GFP inhibition -8%, M. tuberculosis 9% and H1N1 NS1A inhibition -2%.
`CCC(C(=O)N1CCN(c2cccc(Cl)c2)CC1)c1ccccc1` (centres undefined) gave M. tuberculosis HTS -3%, inhibitors of VEEV 2.6%, PhoP GFP inhibition -10% and H1N1 NS1A inhibition 1%.
`Cc1nn(-c2ccccc2)c(Cl)c1/C=N/Nc1nncc(=O)[nH]1` gave M. tuberculosis HTS 0%, inhibitors of VEEV 1.0%, PhoP GFP inhibition 5%, M. tuberculosis -2% and H1N1 NS1A inhibition 4%.
`COc1ccc(CNC(=O)c2c(O)c3ccccc3n(C)c2=O)cc1` gave M. tuberculosis HTS 3%, inhibitors of VEEV 3.8%, PhoP GFP inhibition -6%, M. tuberculosis -6% and H1N1 NS1A inhibition 1%.
Screening Cc1cc(=O)oc2c(C)c(OCC(=O)N3CCC(C(=O)O)(c4ccccc4)CC3)ccc12 returned M. tuberculosis HTS -8%, inhibitors of VEEV 0.0%, PhoP GFP inhibition -1%, M. tuberculosis -1% and H1N1 NS1A inhibition 6%.
For CCCCCCN(C(=O)CCCCCN1C(=O)NC(c2ccc(-c3ccccc3)cc2)C(C(=O)OCc2ccccc2)=C1C)C(C(=O)NCCCC)c1ccc(OCC(=O)OC)cc1 (centres undefined) the results were M. tuberculosis HTS -5%, PhoP GFP inhibition 0% and M. tuberculosis 9%.
Screening CCOC(=O)C1C(c2ccc(OC)cc2)N(C)OC1(O)C(F)(F)F (centres undefined) returned M. tuberculosis HTS 0%, inhibitors of VEEV 0.6%, PhoP GFP inhibition -10%, M. tuberculosis -15% and H1N1 NS1A inhibition -3%.
For CC12CCC(C(=O)Nc3cccc(NC(=O)C45CCC(C)(C(=O)O4)C5(C)C)n3)(OC1=O)C2(C)C the results were M. tuberculosis HTS -14%, inhibitors of VEEV 0.8%, PhoP GFP inhibition -2%, M. tuberculosis 9% and H1N1 NS1A inhibition -8%.
CCc1ccccc1OCC(=O)N(CC)CC(=O)NCc1ccc(F)cc1 was read as M. tuberculosis HTS -8%, inhibitors of VEEV inactive, PhoP GFP inhibition -5%, M. tuberculosis 21% and H1N1 NS1A inhibition -4%.
`COCC(C)NCc1ccccc1C` (centres undefined) gave M. tuberculosis HTS -1%, inhibitors of VEEV 1.1%, PhoP GFP inhibition -1%, M. tuberculosis -6% and H1N1 NS1A inhibition -15%.
COc1ccc(Cn2c(-c3ccco3)nc3c(c(=O)c4ccccc4n3C)c2=O)cc1 was read as M. tuberculosis HTS -3%, inhibitors of VEEV 6.7%, PhoP GFP inhibition 2%, M. tuberculosis -4% and H1N1 NS1A inhibition -1%.
Screening O=C1Cc2c(-c3ccccc3)cc(-c3cccc(Cl)c3)nc2-c2ccccc2N1 returned inhibitors of VEEV 22% and H1N1 NS1A inhibition -2%.
For COc1ccc(C2CCCN2C(=O)Nc2ccc(F)cc2)cc1OC (centres undefined) the results were M. tuberculosis HTS 2%, inhibitors of VEEV 0.4% and H1N1 NS1A inhibition 9%.
Screening CN(C)c1ccc(CNC2CC(C)(C)NC(C)(C)C2)cc1 returned M. tuberculosis HTS -14%, inhibitors of VEEV 1.2%, PhoP GFP inhibition -1%, M. tuberculosis 0% and H1N1 NS1A inhibition 2%.
Screening N#Cc1c(-c2ccccc2)ccn(Cc2cccc(Cl)c2)c1=O returned M. tuberculosis HTS 0%, inhibitors of VEEV 0.4%, PhoP GFP inhibition 27%, M. tuberculosis -7% and H1N1 NS1A inhibition 7%.
